PI4K2A inh: inhibitors of human PI4K2A; purified PI4K2A, ADP-Glo luminescence, 1 h; active compounds read low; activity change, negative = inhibition, % at 76.9 µM; 0.13% of 420,000 active; in the data active = activity change below about -50%; inconclusive = mostly about -30% to -49%;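 note: -100% = wells without enzyme as full effect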
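ADP-Glo luminescence measured ADP generated by PI4K2A enzyme (4 ug/mL before mixing) with 1.2 mM PI substrate (pre-mix) and 300 microM ATP (pre-mix). Tris pH7.5 buffer with MgCl2, Triton X-100; 1 h reaction at ambient temperature.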
IDH1 R132H inh: inhibitors of human mutant IDH1 R132H; O75874; IDH1-R132H enzyme, NADPH consumption, diaphorase/resazurin fluorescence; Potency, µM (titrated, usually from 76.6 µM), for inactives: at the top dose activity change, negative = inhibition, most hits filed as inhibitors; 0.093% of 390,000 active; note: potency is the fitted concentration of half-maximal effect; % is set by controls: 0 for no effect and ±100 for the full control effect; nearly all actives have a fitted effect of over 65% in size
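IDH1-R132H (0.5 ug/mL dispensed) in pH 7.5 Tris buffer was preincubated 30 min with compound, then given a substrate mix of 0.016 mM NADPH and 2 mM alpha-KG for 80 min at room temperature; remaining NADPH was read by diaphorase/resazurin fluorescence.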
Tb PGK inh: inhibitors of T. brucei phosphoglycerate kinase. 0.043% of 380,000 active. AID 602233. PGK/GAPDH coupled, Kinase-Glo luminescence, 60 min. P07378. Potency, µM (highest dose often 57.5 µM), for the others: at the top dose activity change, negative = inhibition, actives largely listed as inhibitors; note: potency is the fitted concentration of half-maximal effect; % is set by controls: 0 for no effect and ±100 for the full control effect; nearly all actives have a fitted effect of over 60% in size
Target sequence (P07378 whole entry, looked up): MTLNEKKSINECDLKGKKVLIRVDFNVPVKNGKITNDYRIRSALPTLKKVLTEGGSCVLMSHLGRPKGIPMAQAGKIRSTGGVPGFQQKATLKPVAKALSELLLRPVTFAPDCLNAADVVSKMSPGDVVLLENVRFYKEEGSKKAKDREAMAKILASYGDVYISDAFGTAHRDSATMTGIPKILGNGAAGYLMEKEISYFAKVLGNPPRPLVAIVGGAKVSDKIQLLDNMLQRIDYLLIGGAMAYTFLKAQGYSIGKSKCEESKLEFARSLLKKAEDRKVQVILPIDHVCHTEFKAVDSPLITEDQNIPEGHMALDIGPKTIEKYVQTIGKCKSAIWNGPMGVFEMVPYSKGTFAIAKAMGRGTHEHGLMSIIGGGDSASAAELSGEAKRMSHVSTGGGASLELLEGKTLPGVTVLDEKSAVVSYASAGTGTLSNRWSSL
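Recombinant glycosomal PGK reaction used 1,3-bisphosphoglycerate generated in-well by GAPDH (100nM final) in 100mM TEA pH 7.6, 5mM MgCl2, 0.01% Tween-20. After 60 minutes at room temperature, ATP was read by Kinase-Glo Plus luminescence end-point.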
HP1b binding inh: HP1-beta chromodomain-methylated histone interaction inhibition | P83916 | AlphaScreen HP1-beta / biotin-H3K9me3 peptide binding | Potency, µM (top dose mostly 114 µM), inactives show at the top dose activity change, negative = inhibition, most hits filed as inhibitors | 0.56% of 390,000 active; note: potency is the fitted concentration of half-maximal effect; nearly all actives have a fitted effect of over 70% in size; inactives centre near 23
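AlphaScreen: HP1-beta (50 nM) preformed 30 min with biotin-H3(1-18)K9me3 peptide (50 nM) in PBS pH 7.4, 0.01% Tween-20. Compound added for 30 min at RT, then streptavidin donor/nickel chelate acceptor beads (10 ug/mL) for 30 min.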
TrxR1 substrate: rat thioredoxin reductase 1 substrate activity; Potency, µM (doses to about 114 µM), inactives show top-dose activity change, negative = substrate turnover; purified TrxR1 substrate turnover, NADPH consumption readout; O89049; 0.01% of 390,000 active; note: potency is the fitted concentration of half-maximal effect; % is set by controls: 0 for no effect and ±100 for the full control effect; nearly all actives have a fitted effect of over 50% in size
Target sequence (O89049 whole entry, looked up): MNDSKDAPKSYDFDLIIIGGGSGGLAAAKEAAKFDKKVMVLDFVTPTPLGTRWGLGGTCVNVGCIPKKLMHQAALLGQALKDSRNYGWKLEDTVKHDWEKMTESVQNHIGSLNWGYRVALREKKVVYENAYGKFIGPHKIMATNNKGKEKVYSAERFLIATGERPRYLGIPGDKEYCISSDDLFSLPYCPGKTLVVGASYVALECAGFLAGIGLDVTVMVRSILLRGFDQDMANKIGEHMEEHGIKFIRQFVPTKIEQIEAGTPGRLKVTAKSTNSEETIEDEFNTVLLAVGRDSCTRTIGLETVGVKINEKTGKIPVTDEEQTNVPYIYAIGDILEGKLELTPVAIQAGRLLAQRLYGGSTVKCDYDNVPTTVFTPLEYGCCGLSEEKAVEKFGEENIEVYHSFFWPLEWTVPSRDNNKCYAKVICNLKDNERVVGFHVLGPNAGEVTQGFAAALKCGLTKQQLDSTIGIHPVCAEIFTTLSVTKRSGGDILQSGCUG
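Rat TrxR1, dispensed at 90 nM, was prereduced with 400 uM NADPH (final) for 5 min at ~22 deg C, then incubated with compound 15 min before 400 uM selenite. A first-read NADPH fluorescence drop versus no-compound background flagged substrates.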
Pin1 inhibitor: blocks the human prolyl isomerase Pin1; Q13526; Pin1 FP peptide displacement, HiFluor488, 10 min; Potency, µM (top dose mostly 115 µM), inactives show top-dose activity, negative = inhibition, actives largely listed as inhibitors; 0.009% of 390,000 active; active = well fitted inhibition curve with a large enough effect in the polarisation, with a control signal flat, not every such curve was filed as active; inconclusive = small, poorly fitted or top-dose-only effect, or effect the other way, or a change in a side signal; inactive = no such curve, though single readings can be large or run the other way; the % refers to the polarisation; note: potency is the fitted concentration of half-maximal effect; % is set by controls: 0 for no effect and ±100 for the full control effect
Target sequence (Q13526 whole entry, looked up): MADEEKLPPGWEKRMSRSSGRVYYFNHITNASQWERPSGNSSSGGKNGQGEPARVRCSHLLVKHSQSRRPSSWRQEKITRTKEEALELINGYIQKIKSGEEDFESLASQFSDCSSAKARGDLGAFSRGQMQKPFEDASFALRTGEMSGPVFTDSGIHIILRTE
GLS inhibitor: glutaminase GLS (human) inhibition; O94925; GLS enzymatic activity, qHTS titration; Potency, µM (highest dose often 45.5 µM), inactives show at the top dose activity change, negative = inhibition, actives largely listed as inhibitors; 0.21% of 410,000 active; AID 624170; note: potency is the fitted concentration of half-maximal effect; % is set by controls: 0 for no effect and ±100 for the full control effect
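Two-point fluorescence kinetic (t0, 30 min RT) for hKGA; glutamate detected via glutamate oxidase–HRP–Amplex Red. Substrate: 1 mM L-glutamine solution; buffer 45 mM KH2PO4, pH 8.2.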
USP1-UAF1 inh: blocks the human USP1/UAF1 deubiquitinase complex. Potency, µM (highest dose often 57.1 µM), for the others: at the top dose activity change, negative = inhibition, most hits filed as inhibitors. 0.23% of 390,000 active. recombinant USP1/UAF1, Ub-Rhodamine cleavage fluorescence; note: potency is the fitted concentration of half-maximal effect; % is set by controls: 0 for no effect and ±100 for the full control effect; nearly all actives have a fitted effect of over 60% in size; inactives centre near -12
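In this screen, compounds sit with the deubiquitinase complex (1nM) for 15 min at room temperature before Ub-Rho is added at 150nM final. Fluorescence rise is then followed for 6 reads every 60 seconds.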
rTrxR1 inhibitor: inhibitors of rat thioredoxin reductase 1 | O89049 | AID 588453 | recombinant rTrxR1, NADPH fluorescence consumption, selenite substrate | Potency, µM (top dose mostly 114 µM), for inactives: at the top dose activity change, negative = inhibition, usual class: inhibitors | 1% of 390,000 active; note: potency is the fitted concentration of half-maximal effect; % is set by controls: 0 for no effect and ±100 for the full control effect; nearly all actives have a fitted effect of over 65% in size
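Rat TrxR1 (90 nM in the dispensed reagent) was pre-reduced with 400 uM NADPH for 5 min at room temperature, then incubated with compound for 15 min. After 400 uM selenite was added, NADPH fluorescence (Ex 340/Em 450 nm) was followed for 8 min.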
* hit, by the source's call; i = inactive; ? = inconclusive; [ ] = dose if it differs, or a comment. Unless noted, calls come from the whole dose curve; as a rule, active = well fitted curve in the direction sought with a large enough effect; inconclusive = small, poorly fitted or top-dose-only effect, or another doubt; inactive = no such curve, though single readings can be large; an effect the other way counts as inactive or inconclusive. Only part of the results is shown; count on the stated rates, not on these rows.

Letter code: A = PI4K2A inh; B = IDH1 R132H inh; C = Tb PGK inh; D = HP1b binding inh; E = TrxR1 substrate; F = Pin1 inhibitor; G = GLS inhibitor; H = USP1-UAF1 inh; I = rTrxR1 inhibitor
O=C(O)c1ccc(Cl)c(S(=O)(=O)Nc2ccc(S(=O)(=O)N3CCCC3)cc2)c1
  A: 1	B: -6%	C: -2%	D: 25%	E: 3%	F: -8%	G: 2%	H: -16%	I: 27%

O=C(N=C1SC2CS(=O)(=O)CC2N1Cc1ccc(F)cc1)C1CC1 (centres undefined)
  A: -3	B: -8%	C: -10%	D: 34%	E: -2%	F: -1%	G: -6%	H: -9%	I: 19%

CC1(C)CC[C@]2(C(=O)O)CC[C@]3(C)C(=CC[C@@H]4[C@@]5(C)CC[C@H](O)C(C)(C)[C@@H]5CC[C@]43C)[C@@H]2C1
  A: 6	B: -11%	C: i	D: 50%[activator]	E: 3%	F: -8%	G: -5%	H: -15%	I: 13%

Cc1ccccc1N1CCN(CC(=O)Nc2nccs2)CC1
  A: 2	B: 5%	C: -5%	D: 28%	E: -9%	F: -1%	G: -10%	H: -15%	I: 15%[57.1 µM]

CCc1nn(CC(=O)N2CCN(c3cccc(OC)c3)CC2)c(=O)c2cc3occc3n12
  A: 7	B: 0%	C: i	D: 35%	E: -1%	F: 3%	G: 10%	H: -17%	I: 6%

Cc1c(Cl)c([N+](=O)[O-])nn1CC(=O)N1CCCC1
  A: 1	B: -3%	C: -6%	D: 28%	E: 4%	F: -2%	G: 6%	H: -18%	I: 23%

Cc1cc(C)nc(SCC(=O)c2ccc([N+](=O)[O-])cc2)n1
  A: -1	B: 7%	C: 1%	D: -33%	E: -14%	F: 0%	G: -6%	H: -14%	I: ?

FC(F)(F)c1ccc(NCc2ccccn2)nc1
  A: 3	B: 5%	C: 0%	D: 19%	E: 1%	F: -3%	G: 6%	H: -6%	I: 19%

CN1/C(=C\C=N\NC(=O)c2ccccc2Br)C(C)(C)c2ccccc21
  A: 3	B: -5%	C: -6%	D: -12%	E: -7%	F: 2%	G: 10%	H: -16%	I: -11%

COc1cccc(-n2nnnc2SCC(=O)Nc2nc3c(s2)CCCC3)c1
  A: 1	B: -2%	C: 4%	D: -8%	E: 1%	F: 4%	G: 7%	H: -4%	I: 18%

CCCCOC(=O)C1[C@H]2C(=O)N(Cc3cccs3)C[C@]23C=C[C@H]1O3 (some centres undefined)
  A: -1	B: -2%	C: -4%	D: 35%	E: 5%	F: 7%	G: -1%	H: -17%	I: ?

Cc1[nH]c2ccccc2c1C(=O)COC(=O)c1c(-c2c(F)cccc2Cl)noc1C
  A: -1	B: 3%	C: 5%	D: 26%	E: -8%	F: 9%	G: 4%	H: -18%	I: -9%

N#Cc1ccc(NC(=O)Nc2cccc(C#N)c2)cc1
  A: 0	B: 1%	C: -5%	D: 40%[activator]	E: 8%[2.29 µM]	F: -4%	G: 2%	H: -13%	I: 23%[2.29 µM]

COc1ccc(CCC(=O)NCc2cn3ccccc3n2)cc1
  A: -9	B: 5%	C: -4%	D: 49%[activator]	E: 33%[activator]	F: 0%	G: -1%	H: -18%	I: 21%

Cc1ccccc1CNC(=O)Cn1ccc2cc(S(=O)(=O)N3CCCCCC3)ccc21
  A: -6	B: -10%	C: -7%	D: 24%	E: 6%	F: -2%	G: -1%	H: -28%	I: 24%

COc1ccc(C(=O)OC/C(O)=C(\C#N)c2nc3ccccc3[nH]2)cc1S(=O)(=O)N1CCOCC1
  A: -7	B: -2%	C: -1%	D: 30%	E: -7%	F: 18%	G: -4%	H: -22%	I: -18%

CN(CC(=O)Nc1ccccc1Cl)C(=O)COC(=O)c1ccc([N+](=O)[O-])cc1Cl
  A: -2	B: 0%	C: -12%	D: 9%	E: -1%	F: 4%	G: -6%	H: -16%	I: 8%

Cc1ccc(C)c(-n2ccnc2SCC(=O)c2c(N)n(C3CC3)c(=O)[nH]c2=O)c1
  A: -11	B: 8%	C: 5%	D: 41%[activator]	E: -3%	F: -3%	G: 2%	H: -6%	I: 9%

COc1ccccc1NC(=O)C(C)N(C)CC(=O)Nc1cccc2ccccc12 (centres undefined)
  A: -2	B: 3%	C: 4%	D: 28%	E: 7%	F: 4%	G: 4%	H: -20%	I: 12%

CC(NS(=O)(=O)c1ccccc1)c1n[nH]c(=S)n1-c1ccccc1 (centres undefined)
  A: -4	B: -3%	C: -10%	D: 40%[activator]	E: -8%	F: -8%	G: ?	H: -11%	I: -22%

CCC1Oc2ccc(C)cc2N(CC(=O)N(Cc2cccnc2)Cc2cccc(F)c2)C1=O (centres undefined)
  A: -6	B: 3%	C: -6%	D: 58%[activator]	E: -6%	F: -2%	G: -2%	H: -5%	I: -1%

COC(=O)c1ccc(S(=O)(=O)c2ccc(C(=O)OC)s2)s1
  A: -2	B: -8%	C: 8%[11.5 µM]	D: 26%	E: 1%	F: 7%	G: -4%	H: -11%	I: 8%

Cc1ccc(NC(=O)CSC(C)C(=O)OCC(=O)N2CCN(C(=O)c3ccco3)CC2)cc1 (centres undefined)
  A: 4	B: 7%	C: -3%	D: 16%	E: 6%	F: -5%	G: -16%	H: -12%	I: -13%

CCN1CCN(S(=O)(=O)c2ccc(Cl)c(C(=O)Nc3cc(Cl)ccc3N3CCOCC3)c2)CC1
  A: -9	B: -13%	C: 9%	D: 14%	E: -5%	F: -2%	G: 12%	H: -25%	I: 1%

CCCCn1c(=N)n(CC(O)COc2ccccc2)c2ccccc21 (centres undefined)
  A: -2	B: 0%	C: -12%	D: 5%	E: 15%[57.1 µM]	F: -1%	G: 5%	H: -16%	I: 14%[57.1 µM]

O=c1c2[nH]cnc2n(-c2cccc(Br)c2)c(=O)n1Cc1ccccc1
  A: 0	B: 8%	C: 4%	D: 26%	E: -12%	F: -3%	G: 4%	H: -6%	I: -20%

Cc1ccc(S(=O)(=O)Nc2ccc3cn[nH]c3c2)cc1C
  A: -10	B: 5%	C: -4%	D: 7%	E: -6%	F: -3%	G: -1%	H: -13%	I: 0%

O=C1NN=C(c2ccccc2)CC1c1ccc(Cl)cc1Cl (centres undefined)
  A: 4	B: 2%	C: 5%	D: 38%	E: 1%[57.1 µM]	F: ?	G: 8%	H: -19%	I: 3%[57.1 µM]

O=C(NC1=NCCS1)c1ccc(Cl)cc1
  A: -1	B: 12%	C: i	D: 55%[activator]	E: 2%	F: 1%	G: -6%	H: -18%	I: 16%

COc1ccc(NC(=O)c2cc3c(=O)n(Cc4cccnc4)ccc3nc2C)cc1Cl
  A: -4	B: 0%	C: -3%	D: 86%[activator]	E: 2%[57.1 µM]	F: 7%	G: -7%	H: -13%	I: 12%[57.1 µM]

Some entries already given, reduced to USP1-UAF1 inh.
SMILES,USP1-UAF1 inh
CC(NS(=O)(=O)c1ccccc1)c1n[nH]c(=S)n1-c1ccccc1 (centres undefined),-11%
CCC1Oc2ccc(C)cc2N(CC(=O)N(Cc2cccnc2)Cc2cccc(F)c2)C1=O (centres undefined),-5%
COC(=O)c1ccc(S(=O)(=O)c2ccc(C(=O)OC)s2)s1,-11%

Next results
Letter code: A = PI4K2A inh; B = IDH1 R132H inh; C = Tb PGK inh; D = HP1b binding inh; E = TrxR1 substrate; F = Pin1 inhibitor; G = GLS inhibitor; H = USP1-UAF1 inh; I = rTrxR1 inhibitor
COc1ccc(-c2cc(=O)c3ccccc3n2C)cc1
  A: -3	B: 8%	C: -1%	D: 50%	E: 4%	F: 2%	G: -28%	H: -20%	I: 10%

N#Cc1ccc(OCCOCCNC2CCCC2)cc1
  A: 0	B: 3%	C: -13%	D: -17%	E: 4%	F: 4%	G: -1%	H: -16%	I: 21%

CC(=O)N1CC(C)Sc2ccc(S(=O)(=O)NC3CCCCC3C)cc21 (centres undefined)
  A: 2	B: -6%	C: i	D: 23%	E: 4%[57.1 µM]	F: -7%	G: 12%	H: -18%	I: 20%[57.1 µM]

C/C(=N\O)c1c(O)cc(-c2ccccc2)n(-c2ccccc2)c1=O
  A: -8	B: 2%	C: -9%	D: 2%	E: -1%[57.1 µM]	F: -3%	G: -5%	H: -8%	I: 1%[57.1 µM]

COC(Cc1n[nH]c(=S)n1-c1ccc(Cl)cc1)OC
  A: 2	B: 3%	C: -6%	D: 17%	E: 4%[57.1 µM]	F: -5%	G: -7%	H: -17%	I: -30%[57.1 µM]

CN(C)S(=O)(=O)c1ccc(N)c([N+](=O)[O-])c1
  A: 5	B: -20%	C: i	D: 19%	E: -2%[2.29 µM]	F: 0%	G: -2%	H: -17%	I: 3%[2.29 µM]

O=[N+]([O-])c1ccc2c(c1)Cc1cc(F)ccc1-2
  A: 2	B: -3%	C: -15%	D: 3%	E: -3%	F: -3%	G: -12%	H: 1%	I: 19%

N#C/C(=C/c1ccc(-c2ccc([N+](=O)[O-])cc2)o1)C(=O)Nc1nc(-c2cccs2)cs1
  A: -9	B: -7%	C: -1%	D: 7%	E: -7%	F: ?	G: 2%	H: -3%	I: 3%

Cc1cc[n+](C(C)C(=O)c2ccc(-c3ccccc3)cc2)cc1 (centres undefined)
  A: -3	B: 0%	C: -7%	D: 20%	E: 15%[57.1 µM]	F: -9%	G: -4%	H: -15%	I: 12%[57.1 µM]

Cc1nc(N2CCN(c3ccccc3)CC2)nc2c1C(=O)CCC2
  A: -12	B: 10%	C: i	D: 3%	E: -5%	F: 2%	G: 20%	H: -16%	I: 3%
